Screening results from PubChem.
Sm TGR block: blocks Schistosoma mansoni thioredoxin glutathione reductase; 3% of 360,000 active; purified TGR, DTNB reduction, TNB absorbance 405 nm; Potency, µM (highest dose often 114 µM), without a hit: at the top dose activity change, negative = inhibition, actives largely listed as inhibitors; Q962Y6; also: potency is read from the fitted curve at half-maximal effect; nearly all actives have a fitted effect of over 60% in size
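Kinetic colorimetric format: TGR-catalysed, NADPH-driven DTNB reduction monitored via TNB absorbance. Enzyme dispensed at 20 nM; compound exposure 15 min at room temperature before reaction start.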
TbPYK inhibitor: inhibitors of Trypanosoma brucei pyruvate kinase. TbPYK enzyme, Kinase-Glo Plus ATP luminescence, 45 min. Q57TT1. AID 624173. Potency, µM (highest dose often 76.8 µM), inactives show top-dose activity, negative = inhibition, actives largely listed as inhibitors. 0.12% of 410,000 active; also: potency is read from the fitted curve at half-maximal effect; nearly all actives have a fitted effect of over 50% in size
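Activity of T. brucei pyruvate kinase was followed by Kinase-Glo Plus luminescence after the enzyme reacted 45 min at room temperature with 130 uM ADP (final) and substrate. Test compounds were added before ADP at multiple concentrations.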
LmPK inh: blocks Leishmania mexicana pyruvate kinase activity; AID 1721; Potency, µM (titrated, usually from 57.5 µM), inactives show at the highest dose activity change, negative = inhibition, usual class: inhibitors; 0.37% of 290,000 active; purified LmPK, Kinase-Glo ATP luminescence, 1 h; Q27686; also: potency is read from the fitted curve at half-maximal effect
Target sequence (Q27686 whole entry, looked up): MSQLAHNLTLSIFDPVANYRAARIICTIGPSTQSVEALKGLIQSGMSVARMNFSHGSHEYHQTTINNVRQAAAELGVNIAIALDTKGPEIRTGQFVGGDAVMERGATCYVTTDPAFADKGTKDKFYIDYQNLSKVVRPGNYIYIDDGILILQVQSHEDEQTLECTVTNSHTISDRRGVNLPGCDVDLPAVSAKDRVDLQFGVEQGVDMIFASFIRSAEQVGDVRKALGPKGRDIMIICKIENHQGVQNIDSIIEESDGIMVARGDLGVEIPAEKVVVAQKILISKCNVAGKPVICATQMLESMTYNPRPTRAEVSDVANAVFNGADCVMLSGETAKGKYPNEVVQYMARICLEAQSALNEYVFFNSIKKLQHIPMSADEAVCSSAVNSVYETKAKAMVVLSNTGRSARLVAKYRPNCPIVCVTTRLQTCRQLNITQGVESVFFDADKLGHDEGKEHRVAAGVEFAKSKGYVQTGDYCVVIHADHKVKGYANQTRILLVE
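Purified LmPK (0.1 nM) with 0.5 mM PEP and 0.1 mM ADP in imidazole buffer pH 7.2 with MgCl2/KCl, 1 h at room temperature. ATP formed was read by luciferase luminescence and normalized to no-enzyme and uninhibited controls.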
AmpC detergent: blocks E. coli AmpC beta-lactamase in detergent assay | Potency, µM (doses to about 114 µM), for inactives: at the top dose activity change, negative = inhibition, actives largely listed as inhibitors | AID 485294 | AmpC hydrolysis of nitrocefin, absorbance 480 nm, 0.01% Triton | P00811 | 0.041% of 370,000 active;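 also: potency is read from the fitted curve at half-maximal effect; 0% = no-compound wells and -100% = no-enzyme wells; nearly all actives have a fitted effect of over 25% in size; some results filed as inactive show a strong effect at the top dose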
Target sequence (P00811 whole entry, looked up): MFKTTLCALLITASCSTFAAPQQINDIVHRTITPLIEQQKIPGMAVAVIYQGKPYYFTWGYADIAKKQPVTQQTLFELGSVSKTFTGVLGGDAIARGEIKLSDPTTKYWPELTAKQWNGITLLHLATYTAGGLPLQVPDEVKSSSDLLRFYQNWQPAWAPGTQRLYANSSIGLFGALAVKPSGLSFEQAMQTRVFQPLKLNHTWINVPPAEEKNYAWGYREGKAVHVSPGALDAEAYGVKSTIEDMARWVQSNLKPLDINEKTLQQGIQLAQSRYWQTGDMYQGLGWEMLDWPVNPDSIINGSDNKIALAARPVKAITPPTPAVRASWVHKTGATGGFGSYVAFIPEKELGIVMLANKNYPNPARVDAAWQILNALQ
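20 mM phosphate pH 7.0 + 0.01% (detergent screen) or 0.0001% Triton X-100; 5.3 nM AmpC reagent; cpd preinc 15 min RT; nitrocefin (800 uM stock) to start; A480 q20 s × 4 min; Activity was normalised to no-enzyme and no-compound control wells.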
HCMV antiviral: human cytomegalovirus inhibition. HFF cells, HCMV-luciferase reporter, 72 h; hits give low values. AID 1259415. 4.5% of 410,000 active. activity change, negative = inhibition, % at 57.5 µM; in the data active = activity change below about -60%; inconclusive = no clear call, values can overlap the other calls; inactive = above about -39%
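After 16 h attachment at 37C, HFF cells received test compound and HCMV-luciferase (1 PFU/cell); reporter luminescence read 72 h later, data normalized against buffer-only and known inhibitor Salinomycin.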
AmpC inh no detg: inhibitors of E. coli AmpC beta-lactamase without detergent | P00811 | AID 485341 | Potency, µM (top dose mostly 57.1 µM), for inactives: at the highest dose activity change, negative = inhibition, usual class: inhibitors | AmpC nitrocefin hydrolysis, absorbance 480 nm, 0.0001% Triton | 0.52% of 330,000 active;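 also: potency is read from the fitted curve at half-maximal effect; plate controls were no compound for no effect and no enzyme for full effect; nearly all actives have a fitted effect of over 20% in size; some results filed as inactive show a strong effect at the top dose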
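AmpC (5.3 nM in the dispensed reagent) in 20 mM phosphate pH 7.0 with 0.01% (detergent screen) or 0.0001% Triton X-100 was preincubated with compounds for 15 min at room temperature. Nitrocefin was then added from an 800 uM solution, and hydrolysis was followed at 480 nm.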
AMA1-RON2 inh: disrupts binding of P. falciparum AMA1 to RON2. AlphaScreen AMA1-biotinylated RON2 peptide binding. Potency, µM (top dose mostly 58.2 µM), for inactives: at the top dose activity change, negative = inhibition, hits mostly inhibitors. 0.2% of 360,000 active. AID 720542;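 also: potency is read from the fitted curve at half-maximal effect; 0% = vehicle wells and -100% = peptide control; nearly all actives have a fitted effect of over 45% in size; some results filed as inactive show a strong effect at the top dose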
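AMA1 (3D7) with his tag at 25 nM final met compounds first, then biotinylated RON2 peptide at 25 nM; detection used donor plus acceptor beads, 10 µg/mL apiece, read by AlphaScreen after 30 min at room temperature.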
Numbers without * were called inactive; ? = inconclusive; . = no result given; & = joins results of further samples; [ ] = remark or other dose. Unless noted, calls follow the shape of the dose curve; as a rule, active = well fitted curve in the direction sought with a large enough effect; inconclusive = small, poorly fitted or top-dose-only effect, or another doubt; inactive = no such curve, though single readings can be large; an effect the other way counts as inactive or inconclusive. Unless noted, % is scaled to controls: 0 for no effect and ±100 for the full control effect.

| smiles | Sm TGR block | TbPYK inhibitor | LmPK inh | AmpC detergent | HCMV antiviral | AmpC inh no detg | AMA1-RON2 inh |
| --- | --- | --- | --- | --- | --- | --- | --- |
| CCOc1ccccc1NC(=O)CSC1=Nc2ccccc2C2=NC(CC(=O)NCc3ccc4c(c3)OCO4)C(=O)N12 (stereo unspecified) | 1% | 3% | . | 5% | 18 | . | . |
| NC(=O)c1cc[n+](CC2=C(C(=O)O)N3C(=O)[C@@H](NC(=O)C(c4ccccc4)S(=O)(=O)[O-])[C@H]3SC2)cc1 (stereo partly specified) | -10% | -14% | 6% | -5% | . | -15% | 14% |
| CC1=C(N2CCOCC2)CCC1=O | . | 0% | . | . | 0 | . | -2% |
| Cn1ccc2cc(-c3csc(N4CCC(C(N)=O)CC4)n3)ccc21 | 5% | -7% | . | -8% | -19 | 90%&-17%[activator] | . |
| CCc1nc(NCCCN2CCOCC2)c2oc3ccccc3c2n1 | -3% | 1% | 0% | 0% | -12 | -12% | 9% |
| O=C(c1ccc(Cl)cc1)C1CCN(Cc2ccccc2)CC1 | 3% | 4% | -5% | -12% | -13 | -13% | 0% |
| O=C(NC1CC1)c1ccc(-n2cccc2)cc1 | 2% | -6% | -7% | ? | -18 | -17% | -9% |
| O=C(c1ccccc1Br)N1CCN(c2ncccn2)CC1 | 0% | 2% | -1% | ? | -27 | -4% | 1% |
| c1ccc(CN2CCC(N=C3NN=C(c4ccc5c(c4)OCCO5)CS3)CC2)cc1 | -1% | -8% | -1% | -6% | -39 | 9% | -28% |
| COc1cccc(/C=N/Nc2cc(-n3nc(C)cc3-c3ccccc3)ncn2)c1O | -3% | -4% | -2% | -1% | -96* | 19% | 63%[activator] |
| CCn1c(C2CC(=O)N(c3ccc(C)c(C)c3)C2)nc2ccccc21 (stereo unspecified) | -4% | 2% | -2% | ? | 3 | 40% | -3% |
| CCOC(=O)c1ccccc1NC(=O)CCc1c(C)nc2ncnn2c1C | 1% | 6% | . | 17% | 12 | . | . |
| CCOC(=O)C1(C)CCCN(C(=O)c2c(F)cccc2F)C1 (stereo unspecified) | . | 3% | . | . | -6 | . | -6% |
| COC(=O)c1cc(CNC(=O)Cc2ccsc2)ccc1OC | -7% | -7% | -1% | 5% | 28 | -19% | -3% |
| COc1ccc(C)cc1Nc1n[n+](-c2ccccc2)c(-c2ccc(NC(C)=O)cc2)s1 | -25% | -5% | -6% | ? | -27 | 6% | 0% |
| CCC(=O)NC(=S)NNC(=O)c1ccc([N+](=O)[O-])cc1 | -15% | -14% | -1% | -12% | 31 | -8% | ? |
| Cc1cc(C)cc(NC(=O)CN(C)S(=O)(=O)c2cccc3nsnc23)c1 | 6% | 10% | 2% | 2% | 19 | -24% | -8% |
| O=C(N/C(=C\c1ccc2c(c1)OCO2)C(=O)N1CCOCC1)c1ccccc1Br | 0% | 1% | 0% | -5% | 18 | -7% | -5% |
| CCOC(=O)N1CCC(Nc2c(Nc3cccc(CC)c3)c(=O)c2=O)CC1 | -13% | -23% | -1% | -14% | -9 | -21% | -13% |
| CNC(=O)COc1ccc2oc3c(c2c1)CCCC3 | -6% | -4% | -4% | -12% | -7 | 23% | 9% |
| Cc1ccc(-c2nnn3c2nc(NCc2ccc4c(c2)OCO4)c2ccccc23)cc1 | -3% | -2% | . | 8% | 50 | . | . |
| COCCn1c(SCC(=O)N2CCCCCC2)nnc1-c1ccco1 | -11% | 0% | 1% | -3% | -10 | -17% | -5% |
| O=C(OCc1cn([C@H]2CN(CC3CCCCC3)[C@@H](c3ccccc3)C[C@@H]2O)nn1)c1ccccc1 | . | -10% | . | . | 7 | . | -3% |
| Cc1ccc2c(c1)C(=O)N1[C@H]3c4cc(C)ccc4OC[C@@H]3[C@H](c3ccccc3)[C@]1(C)C(=O)N2 | . | -3% | . | . | ? | -11% | -8% |
| CCC(CC)CN1C(Nc2ccccc2)=NC[C@@H]1CC(C)C | -15% | -1% | 0% | -15% | . | 2% | 5% |
| Nc1cc(SCc2ccc(Cl)cc2Cl)ncn1 | . | -1% | . | . | 3 | . | -1% |
| CC(C(=O)N1CCN(C2c3ccccc3-c3ccccc32)CC1)N1C(=O)c2ccccc2C1=O (stereo unspecified) | -4% | -2% | 2% | ? | 12 | 128%[activator] | -23% |
| CCNC(=O)CC1S/C(=N/N=C(\C)c2ccccc2)NC1=O (stereo unspecified) | . | -4% | 1% | 4% | -24 | -6% | 89%[activator] |
| CCOc1cc(/C=C/c2cc(C(=O)O)c3ccccc3n2)ccc1OC | -2% | 1% | -3% | -5% | 53 | -26% | ? |
| Cc1ccc(N(CC(=O)N2CCN(c3ccccc3)CC2)S(=O)(=O)c2c(C)noc2C)cc1 | 2% | -1% | . | -4% | 10 | . | . |
| CCOC(=O)C1=CCN(S(=O)(=O)c2ccc(C)cc2)C1c1cccc(C)c1 (stereo unspecified) | . | 0% | . | . | -28 | . | 7% |
| CCN(CC)C(=O)c1ccc(NC(=O)c2ccc(N3CCCC3=O)cc2)cc1 | 3% | -2% | . | -14% | 9 | -12% | 58%[activator] |
| Cc1ccc(CCNC(=O)CS(=O)Cc2nc(-c3ccccc3F)oc2C)cc1 (stereo unspecified) | ? | -6% | -3% | -13% | ? | 82%[activator] | 14% |
| COc1cc(N=Nc2c(O)c3ccccc3[nH]c2=O)c(OC)cc1N=Nc1ccccc1 | 3% | -29% | -16% | 0% | . | -25% | -13% |
| CC1CCC(NC(=O)CN2C(=O)c3cccnc3Oc3ccc(Cl)cc32)CC1 (stereo unspecified) | ? | 3% | 2% | 0% | -16 | 153%[activator] | 9% |
| CC(C)(C)C(=O)Nc1sc(-c2ccccc2)cc1C(=O)O | -4% | 0% | -2% | -10% | -64* | -26% | -2% |
| COc1ccc(C2=Nc3ccc(F)cc3NC(c3cccc(C(F)(F)F)c3)=N2)cc1 | ? | -4% | . | 22% | -17 | . | . |
| COCCNC(=O)CCn1c(=O)c2cc(OC)c(OC)cc2n(CC(=O)Nc2ccc(Cl)cc2F)c1=O | -6% | 8% | . | -3% | 8 | . | . |
| COc1cc(S(=O)(=O)NCc2cccnc2)ccc1F | -2% | -3% | 4% | 1% | -19 | -5% | -3% |
| NC(=S)NN=C(c1ccc(Br)cc1)C1CC1 | . | -9% | . | . | 15 | . | 28% |
| COc1ccc2c(CNCCc3ccco3)c(C(=O)O)n(Cc3ccccc3)c2c1 | ? | -10% | . | 14% | 23 | . | . |
| O=C(CCn1c(=O)oc2ccccc21)Nc1ccon1 | -3% | 0% | 1% | -11% | 1 | -11% | 0% |
| Cc1oc(-c2cccc(Cl)c2)nc1CSc1nncn2c1cc1occc12 | -20% | -1% | . | -2% | -7 | . | . |
| Cn1c(-c2cccc([N+](=O)[O-])c2)[n+](C)c2ccccc21 | -4% | 0% | 2%[11.5 µM] | -4% | -26 | -6% | -2% |
| O=C(CSC(=S)N1CCCC1)NCCc1ccccc1 | -8% | -10% | . | 0% | 6 | -14% | 19% |
| COc1ccc(-c2cc(C(=O)NCCCN3CCOCC3)no2)cc1 | 7% | 2% | -2% | -12% | ? | 1% | -3% |
| CCOc1ccc(C2NC(=O)c3ccccc3O2)cc1OC (stereo unspecified) | -1% | 2% | 6% | 5% | 1 | -4% | 16% |
| COc1cc(NS(=O)(=O)c2ccc(NC(=O)c3ccccc3C(=O)O)cc2)nc(OC)n1 | -4% | -3% | . | -1% | 5 | . | . |
| CC(C)(C)n1nnnc1CN1CCN(C(c2ccccc2)c2ccccc2)CC1 | 8% | 0% | -2% | 2% | -7 | 182%[activator] | ? |
| O=C1NC(=O)C(c2ccccc2)(c2ccc(O)cc2)N1 (stereo unspecified) | -20% | 2% | . | -2% | -6 | -12% | -6% |
| CCn1ccnc1CN1CCCC(C(=O)c2ccc3c4c(cccc24)CC3)C1 (stereo unspecified) | 8% | 0% | 7% | 7% | ? | 33% | 11% |
| O=c1c2ccccc2nc(-c2ccco2)n1CCCn1ccnc1 | 5% | 1% | 0% | -12% | -24 | -17% | 0% |
| COc1cccc(-c2nnc(NC(=O)CCS(=O)(=O)c3ccc(C)cc3)o2)c1 | -8% | 0% | . | 0% | 29 | -37% | 79%[activator] |
| CC(Nc1nc(N2CCCC2)nc2ccccc12)c1ccccc1 (stereo unspecified) | -6% | -8% | -4% | -4% | 6 | -14% | -14% |
| Cc1sc2ncnc(N(C)Cc3cccs3)c2c1C | -3% | -4% | 7% | 3% | -35 | 4% | 3% |
| COC(=O)N/N=C/c1cc(Br)ccc1O | 11% | -6% | -3% | -2% | 12 | -18% | 62%[activator] |
| COc1ccc(CNC(=O)C(c2ccco2)N(C(=O)CNS(=O)(=O)c2ccccc2)c2ccccc2C)cc1 (stereo unspecified) | -22% | 1% | 0% | -9% | -25 | -4% | 3% |
| Cc1ccc(-c2noc(C(C)NS(=O)(=O)c3ccc(C)cc3)n2)cc1 (stereo unspecified) | 10% | 4% | . | 2% | 12 | . | . |
| COC(=O)c1nc(Cl)c(Cl)c(N)c1Cl | 0% | 0% | -1% | -7% | -24 | -17% | -3% |
| COc1ccccc1CNS(=O)(=O)c1cccc2nsnc12 | 8% | -6% | 0% | -7% | -29 | -25% | -4% |

(listing goes on)
| smiles | Sm TGR block | TbPYK inhibitor | LmPK inh | AmpC detergent | HCMV antiviral | AmpC inh no detg | AMA1-RON2 inh |
| --- | --- | --- | --- | --- | --- | --- | --- |
| C=CCn1c(O)c(C(CC)=Nc2ccccc2NC(=O)CC)c(=O)[nH]c1=O | -20% | -9% | -3% | ? | 140 | -24% | -9% |
| CCSc1ccccc1C(=O)NCCc1ccccc1 | . | 1% | 1% | 6% | -8 | -11% | -9% |
| COc1ccc(C(O)Cc2nccn2C)cc1 (stereo unspecified) | . | -7% | . | . | -27 | . | -7% |
| CCOc1cccc(Nc2cc3n(c(=O)n2)CCc2cc(OC)c(OC)cc2-3)c1 | 26% | . | 0% | -3% | 22 | -3% | -5% |
| O=C(O)C1C2C=CC(C2)C1C(=O)NCCCN1CCCC1=O (stereo unspecified) | 3% | 6% | 1% | -9% | -36 | -13% | 0% |

2 of the compounds above, with two lines to a compound:
Every second line gives: Sm TGR block | TbPYK inhibitor | LmPK inh | AmpC detergent | HCMV antiviral | AmpC inh no detg | AMA1-RON2 inh
- O=C(CCn1c(=O)oc2ccccc21)Nc1ccon1
→ -3% | 0% | 1% | -11% | 1 | -11% | 0%
- COc1cccc(/C=N/Nc2cc(-n3nc(C)cc3-c3ccccc3)ncn2)c1O
→ -3% | -4% | -2% | -1% | -96* | 19% | 63%[activator]
